Screens: PubChem BioAssay, several laboratories
KCNQ1 act = human KCNQ1 channel potentiation or activation; B-score at 10 µM; hit rate 0.35% among 310,000; CHO-K1 KCNQ1, thallium flux FluxOR fluorescence; hits give high values; AID 2648; P51787;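 active = fluorescence ratio B-score, a plate-corrected score, at least three library SD, with initial intensity B-score within 5 SD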
Target sequence (P51787 whole entry, looked up): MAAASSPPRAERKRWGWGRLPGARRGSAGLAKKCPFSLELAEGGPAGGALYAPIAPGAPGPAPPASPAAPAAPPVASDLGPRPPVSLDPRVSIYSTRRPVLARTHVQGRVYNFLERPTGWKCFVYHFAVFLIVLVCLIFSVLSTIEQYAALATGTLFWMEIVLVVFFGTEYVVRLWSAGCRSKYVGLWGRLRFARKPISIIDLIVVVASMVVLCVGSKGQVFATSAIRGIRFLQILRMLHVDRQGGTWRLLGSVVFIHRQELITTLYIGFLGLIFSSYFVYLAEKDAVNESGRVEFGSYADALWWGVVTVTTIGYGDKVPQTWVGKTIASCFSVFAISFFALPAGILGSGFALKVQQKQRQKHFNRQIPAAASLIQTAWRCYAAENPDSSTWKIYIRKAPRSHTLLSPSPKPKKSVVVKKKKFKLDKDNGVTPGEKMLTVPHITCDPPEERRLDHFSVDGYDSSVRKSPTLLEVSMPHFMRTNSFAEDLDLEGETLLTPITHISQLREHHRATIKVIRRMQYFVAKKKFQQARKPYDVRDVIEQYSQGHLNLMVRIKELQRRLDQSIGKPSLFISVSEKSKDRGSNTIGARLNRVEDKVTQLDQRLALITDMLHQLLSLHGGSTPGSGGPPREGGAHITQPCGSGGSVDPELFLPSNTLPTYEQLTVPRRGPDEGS
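System: CHO-K1 cells stably expressing KCNQ1 / Medium: assay buffer for compound exposure, DMSO matched across wells / Reagent: thallium- and potassium-containing depolarizing buffer / Compound: one concentration, matched DMSO / Incubation: 20 min compound pretreatment at room temperature / Measured by: kinetic FluxOR fluorescence, 10 s baseline plus 110 s post-stimulus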
KCNK9 block = human KCNK9 channel inhibition; HEK293 KCNK9, FluxOR thallium flux fluorescence; hits give low values; hit rate 1.2% among 310,000; B-score at 10 µM; AID 488922; Q9NPC2;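 active = ratio B-score over 3 SD below the library mean, with starting fluorescence within 5 SD of its mean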;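 also: negative B-score means less thallium flux so channel inhibition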
RGS4 act = RGS4 potentiation or activation | B-score at 10 µM | hit rate 0.92% among 310,000 | HEK293 M3R/inducible RGS4, carbachol calcium flux Fluo4; hits give low values | AID 463111;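 active = B-score of the integrated calcium signal more than 4 SD below the library mean, with starting fluorescence not abnormally high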;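 also: negative B-score means reduced calcium response which marks RGS4 activation or potentiation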
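Assay system: Inducible-RGS4 HEK293 cells carrying M3 receptor | Schedule: Compound preincubation 20 min at room temperature before agonist | Signal: Kinetic calcium fluorescence imaging with Fluo4-AM dye, 2 µM | Read-out basis: B score from integrated fluorescence ratio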
HDAC3 inhib = human HDAC3 inhibition | recombinant HDAC3, fluorogenic peptide/trypsin coupled, fluorescence | inhibition, % at 8.3 µM | hit rate 0.15% among 320,000; in the data active = inhibition above about 26%, passing the limit was not always enough; inconclusive = no clear call, values can overlap the other calls
Dyrk1A ADPGlo = inhibitors of rat Dyrk1A kinase | ADP-Glo luminescence, NFATc1 peptide | hit rate 0.43% among 310,000 | Q63470 | inhibition, % at 12.5 µM; in the data active = inhibition above about 50%;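 also: plate controls were vehicle with enzyme for no effect and no enzyme for full effect; many of its hits are not listed in these tables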
GSK3A inh = inhibitors of human GSK-3 alpha kinase. P49840. ADP-Glo luminescence, 60 min. inhibition, % at 10 µM. hit rate 0.1% among 320,000. AID 2650;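 in the data active = inhibition above about 50%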;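 also: GST-tagged GSK-3 alpha with peptide substrate and 25 µM ATP; 0% = DMSO neutral wells and 100% = GW8510 positive control wells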
KCNQ1 inh = inhibitors of human KCNQ1 potassium channel; CHO-K1 KCNQ1, FluxOR thallium flux fluorescence; hits give high values; B-score at 10 µM; hit rate 1.3% among 310,000;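 active = compounds whose thallium flux B-score, printed positive for inhibition, exceeds three library SD while starting fluorescence stays within three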;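 also: channel opened by potassium depolarization with thallium stimulus after 20 min compound exposure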
PolyA inh = inhibitors of polyadenylation in S. cerevisiae; S. cerevisiae SKY197-pL101 polyadenylation reporter, beta-gal luminescence; efflux-impaired pdr1/pdr3 knockout yeast; score 100 = 6 SD above DMSO; calls only at 12 µM; hit rate 0.02% among 300,000;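 active = lowest replicate activity score at least 50, where 100 means six control SD above control mean; inconclusive = lowest score under 50 but half or more replicates reach 50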;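 also: yeast exposed to compound for 9 h at 30 °C; higher score means more reporter readthrough which indicates perturbed polyadenylation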
hERG rescue = shields human hERG channel from block by proarrhythmic agents | activation (rescue from dofetilide block), less the hit threshold, % at 10 µM | CHO-hERG, FluxOR thallium flux, dofetilide IC70 present | Q12809 | hit rate 0.51% among 310,000;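 active = activation above the mean of controls blocked by dofetilide plus 5 SD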;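 also: thallium influx through hERG after potassium depolarization seen as dye fluorescence rise; in these data hits start at about 4.7%; inactives centre near -7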
KCNK3 inh = human KCNK3 channel inhibition, primary screen. O14649. CHO-KCNK3 thallium flux, FluxOR fluorescence; hits give low values. B-score at 10 µM. hit rate 0.84% among 340,000. AID 602410;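 active = B-score under library mean minus 4 SD, starting fluorescence ratio at most library mean plus 5 SD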;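 also: more negative B-score means stronger inhibition of thallium flux through KCNK3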
GSK3beta inhib = inhibitors of human GSK3beta kinase; P49841; GST-GSK3beta kinase, ADP-Glo luminescence, 60 min; hits give low values; activity score (negative = inhibition), % at 10 µM; hit rate 0.038% among 300,000; AID 2097;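 active = more than half of replicate wells score below -50%, meaning over 50% inhibition versus plate controls; inconclusive = some replicates but at most half score below -50%; inactive = no replicate scores below -50%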;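 also: 0% = median DMSO wells and -100% = median GW8510 positive control wells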
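test system = GST-tagged human GSK3beta kinase, cell-free | reagent = 25 µM ATP with peptide substrate | dosing = one dose of 10 µM per compound | schedule = 60 min reaction, RT | detection = luminescent ADP-Glo measurement of ADP formed | control set = DMSO neutral wells and GW8510 at 20 µM as positive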
* marks the source's active call; other numbers are inactive results; i = inactive; ? = inconclusive; · = not tested or not shown; & = joins results of further samples.

SMILES	KCNQ1 act	KCNK9 block	RGS4 act	HDAC3 inhib	Dyrk1A ADPGlo	GSK3A inh	KCNQ1 inh	PolyA inh	hERG rescue	KCNK3 inh	GSK3beta inhib
CCCCOc1ccc(CC(=O)NO)cc1	i	i	i	14.0	-4.4	-5.2	i	i	-5.0	i	1.8
O=C(O)/C=C/c1ccc(O)cc1	i	i	i	4.1	57.0*	2.3	i	i	-4.2	i	3.2
COc1c(O)cc2c(c1O)[C@@H]1O[C@H](CO)[C@@H](O)[C@H](O)C1OC2=O (stereo partly drawn)	i	i	i	-1.5	9.0	4.1	i	i	-4.5	i	-4.3
CCc1c2c(nc3ccc(OC(=O)N4CCC(N5CCCCC5)CC4)cc13)-c1cc3c(c(=O)n1C2)COC(=O)[C@]3(O)CC	i	i	i	-325.4	6.1	0.8	i	·	-12.1	i	3.7
CCC(=O)O[C@]1(C(=O)SCF)[C@H](C)C[C@H]2[C@@H]3C[C@H](F)C4=CC(=O)C=C[C@]4(C)[C@@]3(F)[C@@H](O)C[C@@]21C	i	i	i	8.9	·	-2.3	i	i	-2.4	·	-1.1
O=C(O)CNC(=O)c1ccccc1	i	i	i	-4.5	6.7	-0.5	i	i	-6.2	i	2.0
CC[C@]1(O)C[C@@H]2CN(CCc3c([nH]c4ccccc34)[C@@](C(=O)OC)(c3cc4c(cc3OC)N(C)[C@H]3[C@@](O)(C(=O)OC)[C@H](OC(C)=O)[C@]5(CC)C=CCN6CC[C@]43[C@@H]65)C2)C1	i	i	i	7.7	-10.2	-0.6	i	i	-2.1	i	-0.3
C[C@H]1c2cccc(O)c2C(O)=C2C(=O)[C@]3(O)C(O)=C(C(N)=O)C(=O)[C@@H](N(C)C)C3[C@@H](O)C21 (stereo partly drawn)	i	i	i	-3.1	0.2	-2.0	i	i	-4.9	i	1.1
CC12CCC(=O)C=C1CCC1C2CCC2(C)C1CC[C@]2(O)C(=O)CO (stereo partly drawn)	i	i	i	-0.9	-3.7	-1.8	i	i	-14.2	i	0.8
C/C=C(/C)C(=O)O[C@@H]1c2cc(OC)c(OC)c(OC)c2-c2c(cc3c(c2OC)OCO3)C[C@H](C)[C@]1(C)O	i	i	i	4.0	1.0	2.6	i	·	-4.8	i	4.4
CN(C)CCOc1ccccc1Cc1ccccc1	i	i	i	4.3	4.6	-1.2	i	i	-8.0	i	0.5
COc1ccc(/C=N/NC(=O)c2ccncc2)cc1OC	i	i	i	5.2	-1.7	2.2	i	i	-2.6	i	-1.8
CNc1c2c(nn1C)CCCC2	i	i	i	5.7	-1.4&-2.9	-5.2	i	i	-8.4&-4.4	i	-2.2&-0.4
C[C@@H]1C[C@H]2[C@@H]3C[C@H](F)C4=CC(=O)C=C[C@]4(C)[C@@]3(F)[C@@H](O)C[C@]2(C)[C@@]1(O)C(=O)COC(=O)C(C)(C)C	i	i	i	-0.3	9.6	-2.6	i	i	-5.8	i	2.6
C/C=C(/C)C(=O)OC1c2c(ccc3ccc(=O)oc23)OC(C)(C)C1OC(=O)/C(C)=C\C (stereo not drawn)	i	-13.2*	i	0.4	7.7	13.6	i	i	-8.4	-9.13*	1.4
O=c1ccn([C@H]2C[C@H](O)[C@@H](CO)O2)c(=O)[nH]1	i	i	i	-5.6	-2.7	1.0	i	i	-1.7	i	-0.9
COc1cc([C@H]2Oc3cc([C@H]4Oc5cc(O)cc(O)c5C(=O)[C@@H]4O)ccc3O[C@@H]2CO)ccc1O	i	i	i	1.4	5.3	-0.1	i	i	-24.0	i	-0.4
COC(=O)C1=CO[C@@H](OC2OC(CO)C(O)C(O)C2O)[C@@H]2[C@@H](C)[C@@H](O)C[C@H]12 (stereo partly drawn)	i	i	i	1.6	2.5	-1.9	i	i	-2.5	i	1.7
C=C1c2cccc(O)c2C(O)=C2C(=O)[C@]3(O)C(O)=C(C(N)=O)C(=O)[C@@H](N(C)C)[C@@H]3[C@@H](O)[C@H]12	i	i	i	8.5	9.8	1.6	i	i	-3.6	i	-18.5
CCCOC(=O)c1ccc(O)cc1	·	·	·	0.4	2.7	-1.7	·	i	·	i	-6.5
Cn1c(=O)c2c(ncn2CCO)n(C)c1=O	i	i	i	-0.2	-5.6	2.7	i	i	-9.8	i	0.6
Cc1cccc(C)c1NC(=O)C1CCCCN1C (stereo not drawn)	i	i	i	-1.9	-3.3	5.6	i	i	-5.2	i	-2.1
COc1ccc2ccc(=O)oc2c1	i	i	i	-22.2	-0.7	-0.4	i	i	-2.7	i	-3.1
O=c1cc(-c2ccc(O)cc2)oc2cc(O[C@@H]3O[C@H](CO)[C@@H](O)[C@H](O)[C@H]3O[C@@H]3OC[C@](O)(CO)[C@H]3O)cc(O)c12	i	i	i	0.8	-7.7	1.7	i	i	-1.9	i	-3.2

The last 4 compounds of the section above are carried over, then new ones follow.
SMILES	KCNQ1 act	KCNK9 block	RGS4 act	HDAC3 inhib	Dyrk1A ADPGlo	GSK3A inh	KCNQ1 inh	PolyA inh	hERG rescue	KCNK3 inh	GSK3beta inhib
Cn1c(=O)c2c(ncn2CCO)n(C)c1=O	i	i	i	-0.2	-5.6	2.7	i	i	-9.8	i	0.6
Cc1cccc(C)c1NC(=O)C1CCCCN1C (stereo not drawn)	i	i	i	-1.9	-3.3	5.6	i	i	-5.2	i	-2.1
COc1ccc2ccc(=O)oc2c1	i	i	i	-22.2	-0.7	-0.4	i	i	-2.7	i	-3.1
O=c1cc(-c2ccc(O)cc2)oc2cc(O[C@@H]3O[C@H](CO)[C@@H](O)[C@H](O)[C@H]3O[C@@H]3OC[C@](O)(CO)[C@H]3O)cc(O)c12	i	i	i	0.8	-7.7	1.7	i	i	-1.9	i	-3.2
COc1ccc2nc(NC(=O)Nc3ccccc3)sc2c1	i	i	i	·	9.8	·	i	i	-7.4	i	4.0
NNC(=O)CP(=O)(c1ccccc1)c1ccccc1	i	i	i	2.3	-1.7	-1.6	i	i	-7.2	i	1.8
COc1ccc(CN2CCN(C(c3ccc(F)cc3)c3ccc(F)cc3)CC2)c(OC)c1OC	i	i	i	?	8.7	-4.4	i	i	-26.6	i	-0.7
NC(N)=NC(=O)Cc1c(Cl)cccc1Cl	i	i	i	-1.5	0.0	-2.2	i	i	-6.4	i	2.1
COC(c1ccccc1)(c1ccccc1)C(Oc1nc(C)cc(C)n1)C(=O)O (stereo not drawn)	i	i	i	3.2	9.6	0.0	i	·	-5.1	i	1.6
O=C(Nc1ccc(C(=O)O)c(O)c1)c1ccccc1	i	i	i	2.8	2.0	0.6	i	i	-10.1	i	-1.9
Cc1cccc2c1NC(=O)/C2=C\C(=O)c1cccs1	i	i	i	-1.8	1.6	-1.2	i	i	-12.6	i	-4.5
Cc1[nH]c2ccccc2c1/C=N/NC(N)=S	i	i	i	2.4	8.2	2.0	i	i	-11.6	i	-3.6

KCNK9 block: what is marked active above.
Compound | KCNQ1 act | KCNK9 block | HDAC3 inhib | Dyrk1A ADPGlo | GSK3A inh | KCNQ1 inh | PolyA inh | KCNK3 inh | GSK3beta inhib
C/C=C(/C)C(=O)OC1c2c(ccc3ccc(=O)oc23)OC(C)(C)C1OC(=O)/C(C)=C\C (stereo not drawn) | i | -13.2* | 0.4 | 7.7 | 13.6 | i | i | -9.13* | 1.4

A portion of the library. The share of hits here may be higher or lower than overall.
